# Screening data from PubChem.
# ROS inducer – ROS inducers in U2OS cancer cells, primary screen, cell-based, H2DCF-DA fluorescence; ROS induction (% of piperlongumine), % at 10 µM; U2OS ROS induction; actives 2% (n = 46,000); AID 624156, 2012; in the data active means ROS induction above about 79%, passing the limit was not always enough;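 further: 0% = DMSO vehicle median and 100% = reference compound median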
# The depositor's hits bear a star. The list is partial. The share of hits here may be higher or lower than overall.
SMILES,ROS inducer
C[C@@H]1CCCCO[C@H](CN(C)S(=O)(=O)c2cn(C)cn2)[C@@H](C)CN([C@H](C)CO)C(=O)c2cc(NS(=O)(=O)c3ccccc3)ccc2O1,6
Cc1noc(C)c1NC(=O)Nc1cccc2c1O[C@@H](CN(C)Cc1ccc(Cl)c(Cl)c1)[C@@H](C)CN([C@H](C)CO)C2=O,-12
COc1ccc(NC(=O)Nc2ccc3c(c2)C(=O)N([C@H](C)CO)C[C@H](C)[C@@H](CN(C)C(=O)Cc2ccccc2)OCCCC[C@@H](C)O3)cc1,54
COc1ccc(NC(=O)Nc2cccc3c2O[C@@H](CN(C)CC2CCCCC2)[C@H](C)CN([C@@H](C)CO)C3=O)cc1,38
CCOc1ccc2c(c1)C(C)=CC(C)(C)N2,-12
CC(C)NC(=O)Nc1ccc2c(c1)C(=O)N([C@H](C)CO)C[C@H](C)[C@H](CN(C)C(=O)c1ccccc1)OCCCC[C@@H](C)O2,7
Cc1noc(C)c1NC(=O)Nc1ccc2c(c1)C(=O)N([C@@H](C)CO)C[C@H](C)[C@@H](CN(C)C(=O)Nc1ccccc1)O2,10
N#Cc1c(-c2ccccc2)cc(-c2ccccc2)nc1SCC(O)CS(=O)Cc1ccccc1 (stereo not drawn),144*
CC(C)NC(=O)N(C)C[C@@H]1Oc2ccc(NC(=O)Cn3cnnn3)cc2C(=O)N([C@H](C)CO)C[C@H]1C,-2
CSC(N)=Nc1csc(C(F)(F)F)c1-c1ccccc1,-7
Cc1ccccc1-n1c(-c2ccc(Br)cc2)n[nH]c1=S,-5
O=C(C[n+]1ccccc1)Nc1c2c(nc3c1CCC3)CCCC2,-7
COCCNC(=O)CC1Sc2ccccc2NC1=O (stereo not drawn),-13
C[C@@H]1CN([C@H](C)CO)C(=O)c2cccc(NS(C)(=O)=O)c2O[C@@H]1CN(C)S(=O)(=O)c1cccs1,9
CC(C)NC(=O)N(C)C[C@H]1OCCCC[C@@H](C)Oc2ccc(NC(=O)CCCN(C)C)cc2C(=O)N([C@H](C)CO)C[C@@H]1C,11
C[C@H]1CN([C@@H](C)CO)C(=O)c2cccc(NC(=O)c3ccc(-c4nccs4)cc3)c2O[C@H]1CN(C)S(C)(=O)=O,-7
COc1cc(NC(=O)C(C)Oc2ccc(Cl)cc2Cl)c(C(=O)O)cc1OC (stereo not drawn),10
COc1ccccc1S(=O)(=O)N(C)C[C@@H]1OCc2cn(nn2)CCCC(=O)N([C@@H](C)CO)C[C@@H]1C,7
C=C1C[C@@]23CCC4[C@](C)(C(=O)O)CCC[C@@]4(C)[C@]2(O)CCC1C3 (stereo partly drawn),1
C[C@H]1CN([C@@H](C)CO)C(=O)Cc2cc(N(C)C)ccc2O[C@@H]1CN(C)Cc1ccc(Cl)c(Cl)c1,22
CC1(C)CC[C@]2(C(=O)O)CC[C@]3(C)C(=CCC4[C@@]5(C)CC[C@H](O[C@@H]6O[C@H](C(=O)O)[C@@H](O[C@@H]7OC[C@@H](O)[C@H](O)[C@H]7O)[C@H](O)[C@H]6O)C(C)(C)C5CC[C@]43C)C2C1O (stereo partly drawn),-8
CNC[C@@H]1OCCCC[C@@H](C)Oc2ccc(NC(=O)Nc3ccc(F)cc3)cc2C(=O)N([C@H](C)CO)C[C@@H]1C,0
Cc1noc(C)c1NC(=O)N(C)C[C@H]1Oc2ccc(NC(=O)Nc3ccccc3)cc2C(=O)N([C@@H](C)CO)C[C@@H]1C,-4
CCn1c2ccccc2c2cc(NC(=O)CCC3CCCCC3)ccc21,7
C[C@@H]1CN([C@H](C)CO)C(=O)c2cccc(NS(=O)(=O)c3ccccc3)c2O[C@@H]1CN(C)Cc1ccc2c(c1)OCO2,-3
COc1ccc(S(=O)(=O)N(C)C[C@@H]2Oc3ccc(NC(=O)Nc4c(C)noc4C)cc3C(=O)N([C@@H](C)CO)C[C@@H]2C)cc1,-4
C[C@H](CO)N1C[C@H](C)[C@H](CN(C)C(=O)Nc2ccc(C(F)(F)F)cc2)Oc2ccc(NC(=O)Cc3cn(C)c4ccccc34)cc2C1=O,30
COc1ccc(NC(=O)N(C)C[C@H]2Oc3ccc(NC(=O)Nc4ccc(F)cc4)cc3C(=O)N([C@H](C)CO)C[C@H]2C)cc1,2
COc1ccc(C#Cc2ccc3c(c2)[C@]2(C(=O)N3)[C@H](C(=O)O)[C@H]3C(=O)O[C@H](c4ccccc4)[C@H](c4ccccc4)N3[C@@H]2c2ccc(OCCO)cc2)cc1,18
Cc1sc(-n2cccc2)c(C#N)c1C,-5
CNC[C@@H]1Oc2ccc(NS(C)(=O)=O)cc2CC(=O)N([C@@H](C)CO)C[C@@H]1C,7
CCC(C)NC(=O)CSc1ccc(Cl)cc1 (stereo not drawn),13
COc1ccc(OC)c(NC(=O)CSc2nc(-c3ccccc3)cs2)c1,51
C/C(=C\CCC(C)C1CC(O)C2(C)C3CCC4C(C)(C)C(OC5OCC(O)C(O)C5O)CCC45CC35CC(O)C12C)C(=O)O (stereo not drawn),-2
C[C@H](CO)N1C[C@H](C)[C@H](CN(C)CC2CCCCC2)Oc2ccc(NC(=O)C3CC3)cc2C1=O,1
C[C@H](CO)N1C[C@H](C)[C@H](CN(C)C(=O)Nc2cccc3ccccc23)Oc2c(NC(=O)c3nc4ccccc4s3)cccc2C1=O,12
Cc1cc(C)c(-c2csc(Cc3nc(-c4cc5ccccc5oc4=O)cs3)n2)cc1C,19
C=CCn1c(SCc2nc3ccccc3c(=O)[nH]2)nnc1-c1cc2cc(Cl)ccc2o1,5
COc1ccccc1NC(=O)N(C)C[C@H]1OCc2cnnn2CCCC(=O)N([C@H](C)CO)C[C@H]1C,-6
C[C@@H]1CCCCO[C@H](CN(C)C(=O)CCC(F)(F)F)[C@@H](C)CN([C@H](C)CO)C(=O)c2cc(NC(=O)NC3CCCCC3)ccc2O1,23
C[C@H]1CN([C@@H](C)CO)C(=O)Cc2cc(NC(=O)Nc3ccc4c(c3)OCO4)ccc2O[C@H]1CN(C)Cc1ccc(C(=O)O)cc1,3
C[C@@H]1CN([C@@H](C)CO)C(=O)CCCn2nncc2CO[C@H]1CN(C)Cc1ccc2c(c1)OCO2,-2
Cc1noc(C)c1S(=O)(=O)N(C)C[C@H]1Oc2c(NS(=O)(=O)c3ccccc3)cccc2C(=O)N([C@@H](C)CO)C[C@H]1C,-7
CNC[C@@H]1Oc2c(NC(=O)c3cc(C)nn3C)cccc2C(=O)N([C@H](C)CO)C[C@H]1C,11
CNC[C@@H]1Oc2c(NS(=O)(=O)c3ccc(F)cc3)cccc2C(=O)N([C@H](C)CO)C[C@H]1C,8
O=C(NCCCn1ccnc1)C1CCC1,-12
COc1ccc(C(CC(=O)Nc2cc(OC)cc(OC)c2)n2cccc2)cc1 (stereo not drawn),0
C/C=C1\[C@H](O[C@@H]2O[C@H](CO)[C@@H](O)[C@H](O)[C@H]2O)OC=C(C(=O)OC)[C@H]1CC(=O)OC[C@H]1O[C@@H](OCCc2ccc(O)cc2)[C@H](O)[C@@H](O)[C@@H]1OC(=O)C[C@@H]1C(C(=O)OC)=CO[C@@H](O[C@@H]2O[C@H](CO)[C@@H](O)[C@H](O)[C@H]2O)/C1=C\C,-4
C[C@@H]1CN([C@H](C)CO)C(=O)Cc2cc(N(C)C)ccc2O[C@@H]1CN(C)C(=O)Nc1ccc2c(c1)OCO2,0
CNC[C@H]1Oc2ccc(NC(=O)Nc3ccc(OC)cc3)cc2C(=O)N([C@H](C)CO)C[C@@H]1C,-12
# Remaining list, next part
SMILES,ROS inducer
COc1ccc(S(=O)(=O)Nc2ccc3c(c2)CC(=O)N([C@H](C)CO)C[C@H](C)[C@H](CN(C)C(=O)Nc2cccc4ccccc24)O3)cc1,-3
COc1ccc(C2Oc3c(OC)cc(/C=C/COC4OC(CO)C(O)C(O)C4O)cc3C2CO)cc1OC (stereo not drawn),0
COc1ccccc1-c1cc(=O)n(CC(=O)O)c2c1CCCC2,-4
COc1ccc(S(=O)(=O)N(C)C[C@@H]2Oc3c(NC(=O)CCCCCC(=O)Nc4ccccc4N)cccc3C(=O)N([C@@H](C)CO)C[C@@H]2C)cc1,5
COc1ccc([Si](C)(C)[C@H]2[C@H](CCO)O[C@@]3(C(=O)N4c5c(cc(OC)cc53)C(C)=CC4(C)C)[C@@H]2C)cc1,-6
Cc1ccc(S(=O)(=O)N(C)C[C@H]2Oc3c(NC(=O)Nc4ccccc4)cccc3C(=O)N([C@H](C)CO)C[C@H]2C)cc1,11
C[C@H]1CN([C@@H](C)CO)C(=O)c2cc(NC(=O)c3ccncc3)ccc2O[C@H]1CN(C)S(=O)(=O)c1ccc(Cl)cc1,-2
CCc1ccc(OCC(=O)Nc2ccccc2C(=O)OC)c(Br)c1,4
C[C@@H]1CN([C@@H](C)CO)C(=O)CCCn2nncc2CO[C@H]1CN(C)Cc1ccc2cccnc2c1,44
C[C@@H]1CN([C@H](C)CO)C(=O)Cc2cc(NC(=O)Nc3ccc4c(c3)OCO4)ccc2O[C@@H]1CN(C)Cc1ccc(C(=O)O)cc1,16
COc1ccc(CN(C)C[C@@H]2Oc3c(NS(C)(=O)=O)cccc3C(=O)N([C@H](C)CO)C[C@H]2C)cc1,6
Cc1ccc(-c2cc(C(F)(F)F)nn2-c2ccc(S(N)(=O)=O)cc2)cc1,36
C=CC[C@@]1(C(=O)N2CCCCC2)N=C(c2ccc(OCCCO)cc2)O[C@@H]1c1ccccc1,8
C[C@@H]1CN([C@H](C)CO)C(=O)c2cc(NC(=O)Cn3cnnn3)ccc2O[C@@H]1CN(C)CC1CC1,-1
C[C@H](CO)N1C[C@H](C)[C@H](CN(C)Cc2ccc(C(=O)Nc3ccccc3N)cc2)Oc2ccc(NC(=O)Nc3ccccc3)cc2CC1=O,14
CN1C(=O)c2ccc(NC(=O)c3cccc4ccccc34)cc2C1=O,1
COc1ccc(S(=O)(=O)N(C)C[C@H]2Oc3c(NS(C)(=O)=O)cccc3C(=O)N([C@@H](C)CO)C[C@@H]2C)cc1,-1
C[C@H](CO)N1C[C@H](C)[C@@H](CN(C)Cc2ccc(C(F)(F)F)cc2)Oc2c(NC(=O)C3CCCCC3)cccc2C1=O,23
C[C@H]1CN([C@@H](C)CO)C(=O)c2cccc(NC(=O)Nc3ccc(C(F)(F)F)cc3)c2O[C@H]1CN(C)Cc1ccccc1,0
COC(=O)c1cc2sc(Cl)cc2[nH]1,1
C[C@@H]1CN([C@@H](C)CO)C(=O)c2cc(NC(=O)Nc3ccccc3)ccc2O[C@H]1CN(C)S(=O)(=O)c1ccc(Cl)cc1,0
COC(=O)C1=C(C)NC(=S)NC1c1cccc(OC)c1OCc1ccccc1 (stereo not drawn),-9
CC1(C)CC(=O)C=C(Sc2nc3ccccc3o2)C1,46
Cc1noc(C)c1S(=O)(=O)N(C)C[C@H]1Oc2ccc(NC(=O)CCC(F)(F)F)cc2CC(=O)N([C@@H](C)CO)C[C@@H]1C,6
COc1ccc2[nH]c(C(=O)N(C)c3ccc(F)cc3F)cc2c1,-17
C[C@H]1CN([C@@H](C)CO)C(=O)c2cccc(N(C)C)c2O[C@@H]1CN(C)S(=O)(=O)c1ccc(Cl)cc1,-4
CC(=O)Nc1ccc(-c2nnc(SCC(=O)NC3CCCCC3)n2C)cc1,39
C[C@@H]1CN([C@H](C)CO)C(=O)c2cccc(NS(C)(=O)=O)c2O[C@H]1CN(C)S(=O)(=O)c1ccc(Cl)cc1,-5
O=C1O[C@@H](c2ccccc2)[C@@H](c2ccccc2)N2[C@@H](c3ccccc3OCCO)[C@]3(C(=O)Nc4ccc(C#CC5(O)CCCCCC5)cc43)[C@@H](C(=O)O)[C@H]12,0
Cn1c(=O)c2c(nc(OCc3cccnc3)n2Cc2c(F)cccc2Cl)n(C)c1=O,42
CCc1ccccc1N(CC(=O)O)S(C)(=O)=O,-12
C[C@@H]1CN([C@@H](C)CO)C(=O)Cc2cc(NC(=O)Nc3ccc(F)cc3)ccc2O[C@@H]1CN(C)S(=O)(=O)c1cn(C)cn1,10
C[C@H](CO)N1C[C@H](C)[C@H](CN(C)C(=O)Nc2ccc(F)cc2)Oc2c(NC(=O)Nc3cccc4ccccc34)cccc2C1=O,35
COc1ccc(S(=O)(=O)N(C)C[C@@H]2Oc3ccc(NC(=O)C4CCCCC4)cc3C(=O)N([C@@H](C)CO)C[C@H]2C)cc1,9
Cc1ccc(N2C(=O)CSC2c2ccccc2C(F)(F)F)cc1C (stereo not drawn),-9
Cc1ccc(S(=O)(=O)Nc2ccc3c(c2)C(=O)N([C@@H](C)CO)C[C@H](C)[C@H](CN(C)S(=O)(=O)c2cn(C)cn2)O3)cc1,5
